Rac1 act GTP bind: alters GTP binding to activated mutant human Rac1 | P63000 | GST-Rac1 activated beads, fluorescent GTP binding, flow cytometry; actives lie on both sides; 100% means binding = to untreated wells | percent activity (GTP binding), % at 10 µM | 190,000 tested, 0.11% active | AID 764;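 active means GTP binding at least 20 percentage points away from the 100% baseline, in either direction, so actives lie on both sides; inconclusive means Compound likely fluorescent itself, or too few beads counted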
Bim-Mcl-1: inhibitors of Bim-Mcl-1 interaction, human; Q07820; Bead-based flow cytometry, Bim peptide-Mcl-1 binding; inhibition, % at 10 µM; 190,000 tested, 0.1% active; AID 1009; in the data active means inhibition above about 40%;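 further: 0% = no compound tracer wells and 100% = peptide blocker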
Target sequence (Q07820 whole entry, looked up): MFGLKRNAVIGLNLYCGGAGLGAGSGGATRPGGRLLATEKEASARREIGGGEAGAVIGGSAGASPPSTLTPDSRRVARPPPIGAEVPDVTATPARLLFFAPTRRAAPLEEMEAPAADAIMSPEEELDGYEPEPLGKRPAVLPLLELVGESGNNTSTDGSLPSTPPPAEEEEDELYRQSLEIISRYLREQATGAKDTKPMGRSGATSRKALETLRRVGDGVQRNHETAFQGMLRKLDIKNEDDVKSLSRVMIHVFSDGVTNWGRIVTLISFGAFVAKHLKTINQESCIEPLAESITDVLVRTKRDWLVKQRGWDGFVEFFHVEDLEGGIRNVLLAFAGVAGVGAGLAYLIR
Pf gamet viab: inhibitors of late stage P. falciparum gametocyte viability; AID 743093; 150,000 tested, 0.065% active; P. falciparum stage V gametocytes, ATP luminescence, 24 h; inhibition, % at 10.9 µM;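 active means inhibition above the mean plus 3 SD of compounds within the control limits, set per campaign, cut at about 38% in these data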;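 further: 0% = DMSO wells and 100% = medium only without gametocytes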
Cdc42 wt GTP: modulators (inhibitors or activators) of GTP binding to human Cdc42 wildtype. P60953. GST-Cdc42 beads, Bodipy-GTP binding, flow cytometry; actives lie on both sides. percent activity (GTP binding), % at 10 µM. 190,000 tested, 0.2% active. AID 761;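 active means percent activity GTP binding at least 20 points away from the 100% baseline, either down as inhibitor or up as activator; inconclusive means compound flagged as likely green fluorescent from well-wide comparison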;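 further: median bead fluorescence of bound Bodipy-FL-GTP at 100 nM; 0% = excess unlabeled GTP control and 100% = no compound control; below 100% means less GTP binding so inhibitor and above means activator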
Target sequence (P60953 whole entry, looked up): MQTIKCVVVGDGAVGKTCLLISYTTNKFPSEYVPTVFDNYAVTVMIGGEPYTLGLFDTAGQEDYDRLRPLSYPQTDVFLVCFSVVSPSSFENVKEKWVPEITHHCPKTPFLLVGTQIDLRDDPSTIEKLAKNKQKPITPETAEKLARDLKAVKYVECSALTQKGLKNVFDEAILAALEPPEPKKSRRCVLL
Rac1 wt GTP bind: alters GTP binding to wildtype human Rac1; P63000; GST-Rac1 beads, fluorescent GTP binding, flow cytometry; actives lie on both sides; 0 = cold GTP competed, 100 = untreated; GTP binding activity (% of control), % at 10 µM; 190,000 tested, 0.27% active; AID 757;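 active means GTP binding activity at least 20 points away from the 100% control level, either lower or higher; inconclusive means compound flagged as likely green fluorescent, judged across all proteins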
HRas wt GTP bind: changes GTP binding to wildtype human HRas. P01112. GST-Ras wt beads, Bodipy-FL-GTP binding, flow cytometry; actives lie on both sides. GTP binding activity, % at 10 µM. 190,000 tested, 0.14% active. AID 759;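 active means GTP binding activity at least 20% away from the 100% baseline, either lowered as inhibitor or raised as activator; inconclusive means flagged as likely green fluorescent, judged across all proteins in the well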;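 further: 0% = unlabeled GTP competition control and 100% = no-compound control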
Target sequence (P01112 whole entry, looked up): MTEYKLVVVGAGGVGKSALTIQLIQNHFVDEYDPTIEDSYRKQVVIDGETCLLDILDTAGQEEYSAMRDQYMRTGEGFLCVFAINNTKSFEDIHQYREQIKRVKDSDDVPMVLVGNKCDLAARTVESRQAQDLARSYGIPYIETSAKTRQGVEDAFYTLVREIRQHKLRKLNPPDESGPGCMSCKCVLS
Rab7 wt modul: dog Rab7 wildtype GTP binding, inhibitors and activators | GST-Rab7 beads, fluorescent GTP binding, flow cytometry; actives lie on both sides; untreated = 100%, excess cold GTP = 0% | GTP binding activity (percent of control), % at 10 µM | 190,000 tested, 0.055% active | AID 758;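 active means fluorescent GTP binding to Rab7 beads changed by at least 20 points from the 100% baseline, either direction, mostly lower; inconclusive means compound itself probably fluorescent, or too few beads counted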;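 further: median green fluorescence of bound Bodipy-FL-GTP per Rab7 bead population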
Avidin bead fluor: compound fluoresces at 488/530 nm on avidin beads; compound fluorescence 488/530 nm, flow cytometry; active compounds read high; fluorescence (KMESF) at 10 µM; 220,000 tested, 0.38% active; AID 1775; in the data active means fluorescence above about 47; further: inactives centre near 10
Mcl1 Noxa PPI: Mcl-1/Noxa interaction inhibition; inhibition, % at 21.7 µM; AID 1022; TR-FRET Mcl-1/Noxa peptide binding, 2 h; 220,000 tested, 1.5% active; Q07820;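 active means compounds that cut the protein-peptide binding signal by more than 50% relative to plate controls in a single-dose test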;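 further: His-tagged Mcl-1 with rhodamine Noxa BH3 peptide and terbium anti-His antibody; 0% = Mcl-1 plus Noxa peptide wells and 100% = peptide-only wells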
Mcl1-Bid inh: disrupts binding of human Mcl-1 to Bid peptide | Q07820 | TR-FRET Mcl-1/Bid-Dy647 peptide binding, 1536-well | inhibition, % at 21.7 µM | 220,000 tested, 0.97% active | AID 1021;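 active means compounds that cut the binding signal by more than half at the single screening dose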;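 further: His-tagged Mcl-1 with europium anti-His antibody binding Bid BH3 peptide; 0% = Mcl-1 plus peptide wells and 100% = peptide-only wells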
Rab2 wt GTP: changes GTP binding to wildtype dog Rab2A, up or down. P61105. GST-Rab2 wt beads, Bodipy-GTP binding, flow cytometry. GTP binding activity, % at 10 µM. 190,000 tested, 0.19% active;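 active means GTP binding activity at least 20 points away from 100%, either lowered or raised; inconclusive means signal likely due to the compound's own green fluorescence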;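 further: 0% = beads with excess unlabeled GTP and 100% = no-compound control corrected for plate trend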
* = called active by the depositor; ? = inconclusive; nt = no result given.

SMILES	Rac1 act GTP bind	Bim-Mcl-1	Pf gamet viab	Cdc42 wt GTP	Rac1 wt GTP bind	HRas wt GTP bind	Rab7 wt modul	Avidin bead fluor	Mcl1 Noxa PPI	Mcl1-Bid inh	Rab2 wt GTP
O=c1[nH]c(=O)n(Cc2ccccc2)c2c1C(C(F)(F)F)(C(F)(F)F)N=C(c1ccco1)N2	97	-2	7	100	97	98	98	2	-6	8	96
CN(C)c1nc2n(c(=O)n1)CCS2	99	0	nt	101	101	99	99	6	5	2	98
Cc1ccccc1OCc1nnc(SCC(=O)Nc2ccc(N3CCOCC3)c(Cl)c2)n1C	100	-1	2	100	109	98	99	14	-14	-15	98
O=S(=O)(c1ccc2c(c1)OCCO2)N1CCN(c2nc(-c3cccnc3)nc3ccccc23)CC1	95	3	nt	100	98	98	98	10	-23	-25	99
Clc1cccc(Cl)c1Cn1nnc(-c2cccs2)n1	100	-1	-28	97	99	97	97	33	-4	-17	98
N#CCSc1nnc(COc2ccccc2)n1-c1ccccc1	99	-2	18	100	105	101	97	nt	-13	-1	100
CC1=NN(c2ccccc2)C(=O)/C1=C/c1c(O)n(-c2ccc(F)c(Cl)c2)[nH]c1=O	95	-3	nt	97	94	96	95	13	86*	40	93
COC(=O)C(CCCCN1C(=O)C2C3C=CC(C3)C2C1=O)N1C(=O)C2C3C=CC(C3)C2C1=O (centres undefined)	100	-1	6	102	105	100	102	18	17	-23	101
CCCN(CCC)C(=O)Cn1c(=O)c2ccccc2n2c(=S)sc(-c3ccccc3C)c12	99	-2	-26	99	102	100	99	15	14	-48	99
CC(C)OC(=O)C1=C2SCC(=O)N2C(N)=C(C#N)C1	98	0	nt	100	99	100	96	7	10	-38	99
O=C(NCCCn1ccnc1)C(Cc1ccccc1)N1C(=O)c2ccccc2C1=O (centres undefined)	?	-1	-12	?	?	?	?	25	-7	-6	?
COc1ccc2oc(=O)c(C(=O)N3CCCc4ccccc43)cc2c1	97	2	nt	98	97	97	94	14	7	-9	95
O=C(CCCn1c(=O)[nH]c2cc(Cl)ccc2c1=O)NCCCN1CCN(c2ccc(F)cc2)CC1	98	0	10	102	105	102	109	18	3	-13	104
O=C(NCCCNCc1ccccc1)/C(=N\O)c1ccccc1	98	-2	nt	102	104	101	100	14	-4	-10	101
COC(=O)c1ccsc1NC(=O)c1ccccc1	98	0	nt	93	96	97	106	24	-18	-16	98
CCS(=O)(=O)N1CCN(c2ccc(C(=O)NC3C4CC5CC(C4)CC3C5)cc2[N+](=O)[O-])CC1 (centres undefined)	98	-1	9	97	100	99	103	14	1	55*	98
O=C(O)/C=C/C(=O)NC1CCCCC1	102	-7	10	99	102	98	100	4	6	-7	99
O=C(NCCc1ccccc1F)C1CCCN1S(=O)(=O)c1ccc2ccccc2c1 (centres undefined)	99	-3	nt	96	101	97	97	24	14	10	97
NS(=O)(=O)c1ccc(NC(=S)NCC2CCCO2)cc1 (centres undefined)	100	-11	-23	102	104	101	97	6	16	-30	100
CCCOC(=O)c1ccc(NC(=O)COC)cc1	99	1	-11	102	102	100	95	10	7	-4	101
COC(=O)c1ccccc1OCC(=O)N1CCN(c2ccc(Cl)cc2)CC1	101	-1	nt	104	105	104	100	189*	16	-33	102
O=C(NC1(C(F)(F)F)NC(=O)N(C2CCCCC2)C1=O)C1CC1 (centres undefined)	99	-2	-25	98	102	99	106	5	5	0	97
Cc1cnc(CN(C)Cc2c(C(=O)N3CCc4ccccc4C3)nc3ccc(Cl)cn23)[nH]1	100	1	3	107	103	103	99	7	36	-4	103
Cc1c(Cl)cnc(NC(=O)COC(=O)c2ccc([N+](=O)[O-])s2)c1Cl	97	-4	-15	101	102	98	96	11	94*	7	97
CC(C)CNC(=O)COC(=O)c1n[nH]c2ccccc12	98	-4	21	100	104	98	107	11	6	-3	102
CCOc1ccc(-c2cc3nc(C4CCN(C(=O)OC(C)(C)C)CC4)c(C(=O)O)cn3n2)cc1	91	-1	12	93	91	94	94	9	-2	5	92
CCCCNS(=O)(=O)c1ccc2nc(SCC(=O)Nc3cc(C)cc(C)c3)[nH]c2c1	98	-4	nt	96	101	99	100	6	11	-35	99
O=C1NC(c2ccc(-c3ccccc3[N+](=O)[O-])o2)C(C(=O)c2ccc(Cl)cc2)C(O)(C(F)(F)F)N1 (centres undefined)	97	-3	-28	98	104	101	103	21	28	6	102
CCOC(=O)c1[nH]c2ccccc2c1NC(=O)Nc1ccc(OC)cc1	102	-1	-21	106	107	102	105	17	13	-17	100
Cc1cc(C(=O)CSc2nnc(-c3ccncc3)n2-c2ccccc2)c(C)n1C	94	2	-6	96	98	98	95	4	13	51*	93
O=C(CSc1nnc(-c2ccc(OC(F)F)cc2)o1)N1CCOCC1	100	-5	nt	102	107	101	97	17	9	-18	101
CCOc1ccc(NC(=O)C(C)Oc2ccccc2C(=O)Nc2ccc(C)c(Cl)c2)cc1 (centres undefined)	97	3	nt	96	97	97	100	21	-16	3	99
CCCCNC(=O)COc1ccccc1[N+](=O)[O-]	100	-4	-2	101	105	102	98	13	25	4	100
COC(=O)C(C)(C)ONC(=O)Nc1ccccc1Br	101	0	12	104	108	102	102	15	1	-10	103
CC(=O)c1cccc(NC(=S)NC(=O)c2ccccc2Br)c1	102	-6	-13	103	105	104	99	13	4	-21	100
O=C(NC(Cc1c[nH]c2ccccc12)c1nnc2n1CCCCC2)c1ccc(Cl)cc1 (centres undefined)	98	3	nt	98	98	97	99	13	13	-38	99
CN(C(=O)c1ccc(-c2nn(C)c(=O)c3ccccc23)cc1)c1ccccc1	99	-3	-6	102	107	102	99	6	-4	-21	101
N#Cc1nc(Cc2cccc3ccccc23)oc1N1CCOCC1	104	0	nt	105	109	104	101	8	8	2	105
Cc1ccc(S(=O)(=O)O/N=C2/CCCc3occc32)cc1	?	0	17	?	?	?	?	6	13	-7	?
CN(C)S(=O)(=O)c1cccc(C(=O)Nc2ccc(S(=O)(=O)N3CCCC3)cc2)c1	94	0	16	94	94	100	104	11	-4	-26	101

Single records, as listed above. Order of screens: Rac1 act GTP bind	Bim-Mcl-1	Pf gamet viab	Cdc42 wt GTP	Rac1 wt GTP bind	HRas wt GTP bind	Rab7 wt modul	Avidin bead fluor	Mcl1 Noxa PPI	Mcl1-Bid inh	Rab2 wt GTP
Shown for CCCCNC(=O)COc1ccccc1[N+](=O)[O-] = 100	-4	-2	101	105	102	98	13	25	4	100
Shown for Cc1cnc(CN(C)Cc2c(C(=O)N3CCc4ccccc4C3)nc3ccc(Cl)cn23)[nH]1 = 100	1	3	107	103	103	99	7	36	-4	103

Going on with the list.
SMILES	Rac1 act GTP bind	Bim-Mcl-1	Pf gamet viab	Cdc42 wt GTP	Rac1 wt GTP bind	HRas wt GTP bind	Rab7 wt modul	Avidin bead fluor	Mcl1 Noxa PPI	Mcl1-Bid inh	Rab2 wt GTP
Nn1c(Nc2ccccc2)nc2sc3c(c2c1=O)CCC3	100	0	nt	101	102	103	102	7	1	-6	100
CCn1ncc(Br)c1C(=O)Nc1cc(C(=O)OC)ccc1C(=O)OC	100	-1	nt	104	102	102	102	5	-10	3	101
COC(=O)c1sc2nc(SCC(=O)N(C)c3ccccc3)n(N)c(=O)c2c1C	91	0	nt	88	87	90	92	12	7	9	89
Cc1ccc(C(=O)NCCSc2c(C)[nH]c3ccccc23)cc1[N+](=O)[O-]	100	-2	nt	102	105	101	104	4	0	-27	102
CSc1ccccc1NC(=O)c1cnccn1	97	-3	nt	100	104	99	98	11	45	-25	98
O=C(CSc1nnc(-c2ccncc2)n1Cc1ccco1)Nc1nccs1	96	-5	nt	98	101	98	96	6	-13	-17	99
CN1CCN(c2ccc(S(=O)(=O)N3CCCCC3)cc2NC(=O)Cc2ccc(Cl)cc2)CC1	98	-3	10	100	102	98	98	15	17	-1	98
Cc1cccnc1Nc1nc(-c2ccc(O)cc2O)cs1	95	-2	-5	96	99	96	96	36	47	-11	98
Cc1ccc(C(=O)c2sc3nsc(C)c3c2N)cc1	100	-4	14	102	104	101	101	7	8	-36	100
O=C(CSc1ccc(Cl)cc1)NC(=O)NCc1ccco1	101	-7	-18	103	102	104	109	8	16	-39	101
O=C(O)/C=C/c1cnc[nH]1	99	0	nt	98	97	100	97	8	8	-8	98
Cc1ccc(NC(=O)NCc2ccccn2)cc1	96	0	-7	102	104	103	108	11	7	-6	104
COc1ccc(OC)c(-n2c(SCC(N)=O)nnc2-c2c[nH]c3ccccc23)c1	98	0	nt	104	102	102	100	9	12	-14	103
CSc1nc(O)c(/C=C2\C=Nc3ccccc32)[nH]1	98	-3	2	98	96	95	100	10	-2	-58	97
Brc1ccc(/C=N/Nc2ncnc3c2cnn3Cc2ccccc2)cc1	96	0	nt	93	95	95	93	13	28	34	94
CN(C)CCSc1nnc(-c2ccccc2)o1	98	0	9	102	105	103	103	7	14	-4	101
O=[N+]([O-])c1ccc2nc(-[n+]3c(-c4ccccc4)cc(-c4ccccc4)cc3-c3ccccc3)[nH]c2c1	100	-2	nt	94	100	97	95	19	-32	0	99
CCNc1ccc(Br)cc(C(=O)/C=C/c2c(Cl)cccc2Cl)c1=O	92	3	nt	95	102	97	99	4	102*	46	94
O=C(O)C1CCCCC1C(=O)NCCCN1CCOCC1 (centres undefined)	92	-5	nt	95	93	96	95	12	11	5	95
COC(=O)CNc1nc(-c2ccccc2F)nc2ccccc12	102	-2	nt	102	107	102	96	19	-8	-31	99
O=S(=O)(c1ccc2c(c1)OCCO2)N1CCN(Cc2ccc3c(c2)OCO3)CC1	95	0	13	98	98	94	93	10	24	11	96
CCOCCCNC(=O)C(c1ccc(OC)cc1)N(Cc1cccs1)C(=O)c1ccccn1 (centres undefined)	97	0	18	104	106	100	106	16	-36	-27	103
CCCCCCCCc1nc(=S)[nH][nH]1	99	-8	0	101	104	103	100	6	-2	-7	103
CCO/N=C(\C)c1c(O)c(CC)c(-c2ccccc2)n(-c2ccccc2)c1=O	98	-12	nt	101	101	100	98	9	-4	-13	99
Cn1c(NC(=O)c2ccco2)c(-c2ccccc2)c(=O)c2ccccc21	97	0	3	104	102	100	98	10	3	-23	97
CCOC(=O)c1c(-c2ccccc2)csc1NC(=O)c1nn(CC)cc1Br	101	0	11	102	107	103	103	10	-6	9	105
COC(=O)c1ccc(NC(=S)NC(=O)c2c(Cl)cnn2C)cc1	92	-6	7	100	97	95	100	14	18	-2	93
COc1ccc(CC(=O)Nc2ccc(-c3noc(-c4ccccc4OC)n3)cc2)cc1	99	-2	-8	98	99	97	97	7	-17	-7	99
CCOC(=O)C1NN=C(C(=O)c2ccccc2)C1c1ccc(OC)cc1 (centres undefined)	97	-4	-8	97	97	97	96	12	13	-11	98
